# dFosB act = activators of delta FosB homodimer, primary screen, biochemical, fluorescence polarization, TAMRA-CDK5 oligo, single point | activation, % at 25 µM | purified delta FosB; percent of positive-control signal above neutral wells | AID 493131, 2011 | 340,000 compounds, 0.99% hits;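 active = mean activation above about 17%, with every replicate also reaching it, limit read from the data, passing the limit was not always enough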;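 note: fluorescence polarization rise as delta FosB binds a TAMRA Cdk5 AP-1 oligo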
# Target sequence (P13346 whole entry, looked up): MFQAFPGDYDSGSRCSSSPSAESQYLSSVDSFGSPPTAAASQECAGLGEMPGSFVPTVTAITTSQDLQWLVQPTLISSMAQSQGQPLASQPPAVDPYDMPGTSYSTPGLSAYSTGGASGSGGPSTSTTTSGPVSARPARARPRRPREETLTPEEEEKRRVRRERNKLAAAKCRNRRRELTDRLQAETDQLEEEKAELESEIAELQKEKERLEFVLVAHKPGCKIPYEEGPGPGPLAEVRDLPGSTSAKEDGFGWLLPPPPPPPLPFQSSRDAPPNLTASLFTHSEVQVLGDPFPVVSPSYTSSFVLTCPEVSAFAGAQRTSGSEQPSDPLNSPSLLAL
# SR-BI DiI inh = inhibitors of SR-BI mediated HDL lipid uptake, primary screen, ldlA[mSR-BI] cells, fluorescence, single point; Scavenger receptor class B member 1 (Mus musculus), Q61009; ldlA[mSR-BI] CHO cells, DiI-HDL uptake fluorescence, 3 h; inhibition, % at 12.5 µM; 320,000 compounds, 0.96% hits; AID 488896, 2010;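 active = mean replicate inhibition of at least 70% and a set share of replicates each scoring 70 or more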;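 note: 0% = median of neutral control wells and 100% = median of positive control wells; values of inactives mirror those of a sister screen read the other way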
# CAL PDZ FP-1 = CAL PDZ peptide-binding inhibitors, primary screen, biochemical, fluorescence polarization, Cer-tagged CAL PDZ, HTS; 330,000 compounds, 0.02% hits; purified CAL PDZ, TMR-peptide fluorescence polarization, 1 h; Golgi-associated PDZ and coiled-coil motif-containing protein (Homo sapiens), Q9HD26; inhibition, % at 20 µM; AID 504414, 2011;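 active = highest replicate inhibition of at least 40%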;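 note: plate controls were DMSO neutral control wells for no effect and unlabeled competitor peptide control wells for full effect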
#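 Control set: unlabelled peptide and DMSO controls / Material: purified CerCALP PDZ construct / Timing: 1 h incubation at room temperature before polarization reading / Doses: 20 µM, one dose / Detection: fluorescence polarization (mP)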
# CAL PDZ FP-2 = untagged CAL PDZ binding inhibitors, primary screen, biochemical, fluorescence polarization, HTS | AID 602252, 2012 | Golgi-associated PDZ and coiled-coil motif-containing protein (Homo sapiens), Q9HD26 | 300,000 compounds, 0.92% hits | inhibition, % at 24.9 µM | purified CAL PDZ, TMR-peptide fluorescence polarization, 1 h;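 active = mean inhibition of at least 30% with at least half of replicates also reaching 30%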;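 note: 0% = DMSO neutral control and 100% = excess unlabeled competitor peptide PRC23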
# NSD2 inh = NSD2 histone methyltransferase inhibitors, primary screen, biochemical, AlphaScreen, single concentration, set 2; NSD2 peptide methylation, 120 min; inhibition, % at 12.5 µM; 310,000 compounds, 0.54% hits; AID 743445, 2014; Histone-lysine N-methyltransferase NSD2 (Homo sapiens), O96028; in the data active = inhibition above about 50%
# PfHsp90 set2 = growth inhibition of PfHsp90-expressing yeast, primary screen, antimalarial PfHsp90 inhibitor project, S. cerevisiae, BacTiter-Glo luminescence, single point, set 2. BacTiter-Glo ATP, 48 h; yeast lacking PDR1 and PDR3 efflux regulators. inhibition, % at 9.4 µM. 310,000 compounds, 0.32% hits. AID 504621, 2011;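 active = every replicate shows inhibition above about 80%, whatever the replicate mean, limit read from the data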;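 note: 0% = DMSO neutral controls and 100% = 20 µM radicicol positive controls; yeast relying on Plasmodium falciparum Hsp90 in place of its own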
# Rtt109 Vps75 = inhibitors of C. albicans Rtt109/Vps75 HAT, primary screen, biochemical, ThioGlo CoA-SH fluorescence, plate reader; 330,000 compounds, 0.16% hits; inhibition, % at 34.9 µM; Histone acetyltransferase RTT109 (Candida albicans (strain SC5314 / ATCC MYA-2876)), …; purified Rtt109/Vps75, 4 h;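 active = inhibition of at least 50% in every replicate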
# Target sequence (Q5AAJ8 whole entry, looked up): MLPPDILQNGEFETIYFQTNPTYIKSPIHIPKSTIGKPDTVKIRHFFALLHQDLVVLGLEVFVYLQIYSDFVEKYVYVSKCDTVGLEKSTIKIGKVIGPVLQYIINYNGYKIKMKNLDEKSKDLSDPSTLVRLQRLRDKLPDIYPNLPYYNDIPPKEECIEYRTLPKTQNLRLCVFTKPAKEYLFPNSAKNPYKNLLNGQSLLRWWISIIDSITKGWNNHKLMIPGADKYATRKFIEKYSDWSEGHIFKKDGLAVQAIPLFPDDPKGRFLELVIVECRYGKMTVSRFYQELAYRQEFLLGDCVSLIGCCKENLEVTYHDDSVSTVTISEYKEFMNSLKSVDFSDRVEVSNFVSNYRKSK
# PvdQ acylase = P. aeruginosa PvdQ acylase inhibitors, primary screen, biochemical, fluorescence, plate reader and imaging, single point | PvdQ acylase [Pseudomonas aeruginosa LESB58] | purified PvdQ acylase | inhibition, % at 10 µM | 340,000 compounds, 0.063% hits | AID 488965, 2010; in the data active = inhibition above about 30%, passing the limit was not always enough;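 note: 0% = vehicle neutral wells and 100% = reference inhibitor wells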
# MITF TRPM1 HTS = activators of MITF-driven TRPM1 promoter reporter, primary screen, cell-based, SK-MEL-5, luciferase, single point; SK-MEL-5 TRPM1-promoter luciferase, 24 h; % of positive control, neutral wells = 0; activation, % at 12.5 µM; 300,000 compounds, 0.75% hits; AID 588334, 2011;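 active = mean activation of at least 80% with every replicate also reaching 80%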;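 note: 0% = neutral control wells and 100% = parthenolide positive control wells; values of inactives mirror those of a sister screen read the other way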
# SR-BI DiI-HDL act = activators of SR-BI mediated DiI-HDL uptake, primary screen, ldlA[mSR-BI] CHO cells, DiI fluorescence; 3 h; 100 = double the neutral-control signal; activation, % at 12.5 µM; 320,000 compounds, 0.096% hits;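 active = mean replicate activation of at least 60% and every replicate at or above 60%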;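 note: 0% = median plate neutral-control signal and 100% = twice that signal; values of inactives mirror those of a sister screen read the other way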
#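 Test system: SR-BI-overexpressing, LDLR-lacking CHO cells; Medium: Ham's F12 with 0.5% BSA, HEPES 25 mM, pH 7.4; Schedule: 3 h, 37 °C; Technique: bottom-read fluorescence, 550/595 nm.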
# * marks the source's active call; other numbers are inactive results; . = not tested or not shown.
SMILES,dFosB act,SR-BI DiI inh,CAL PDZ FP-1,CAL PDZ FP-2,NSD2 inh,PfHsp90 set2,Rtt109 Vps75,PvdQ acylase,MITF TRPM1 HTS,SR-BI DiI-HDL act
COc1ccc(-c2nc(-c3cccc(C)c3)nc(N3CCN(C)CC3)c2C#N)cc1,-0.4,12.3,-0.1,0.3,-1.3,-2.6,-8.1,2.5,-1.4,-12.3
NCCSSCCN,1.7,-19.0,0.3,0.4,.,8.4,-25.5,-14.8,-4.7,18.9
CCOC(=O)C(=CNc1ccc2c(c1)c1ccccc1n2CC)C(=O)OCC,-5.7,8.3,0.3,.,-3.5,2.2,0.1,-1.4,-11.4,-8.3
CCn1ncc(S(=O)(=O)Nc2cc(Cl)ccc2C)c1C,1.2,7.8,-1.5,-2.3,-2.2,21.9,-4.4,5.5,4.4,.
COc1cccc(OC)c1OCCCCn1cnc2ccccc2c1=O,-5.7,-39.7,-2.2,.,0.4,35.0,-4.7,-7.1,-7.6,39.7
Cc1ccc(-n2c(O)c(C=NC3CCS(=O)(=O)C3)c3ccccc3c2=O)c(C)c1 (stereo unspecified),-3.2,11.3,-1.1,-0.3,2.5,-12.1,8.1,-6.4,-2.2,-11.3
COc1ccc(N/N=C(/Oc2ccc([N+](=O)[O-])cc2)C(C)=O)cc1,-0.4,16.7,-0.7,0.9,23.8,-20.3,-21.5,-9.2,-7.5,-16.7
COc1ccc(CN2C(=O)c3cccnc3C2=O)cc1S(=O)(=O)N1CCCCC1C (stereo unspecified),-5.2,-53.4,-2.3,-3.3,3.4,11.6,-1.2,-1.2,8.2,53.4
CCC1(c2ccccc2)NC(=O)N(CC(=O)NCC2COc3ccccc3O2)C1=O (stereo unspecified),-1.9,8.0,0.1,-1.8,0.3,5.1,-4.0,-17.4,-6.8,-8.0
Cc1cc(NC(=O)C(C)SCC(=O)Nc2ccccc2N2CCCCC2)no1 (stereo unspecified),-8.7,33.6,-1.0,.,2.7,-21.8,2.6,-2.3,2.3,-33.6
Cc1ccc(Cl)cc1N1CCN(C(=O)Cc2csc(Nc3nc(=S)[nH]c4ccccc34)n2)CC1,-7.9,49.5,-2.8,-2.2,-7.7,-0.4,1.8,-11.4,-32.6,-49.5
COc1ccc(CC(CC(=O)O)C(=O)Nc2ccc(Cl)c(Cl)c2)cc1 (stereo unspecified),2.2,3.9,-1.6,-4.2,-0.4,6.9,0.8,-8.8,-2.1,-3.9
COc1cc(C(=S)N2CCOCC2)cc(OC)c1OC(=O)Cc1ccc(F)cc1,-9.6,-14.8,-0.1,6.1,2.0,.,-2.6,-11.1,3.5,14.8
COc1ccc(C(=O)N2CCN(c3ccc(NC(=O)c4ccco4)cc3)CC2)cc1,0.9,9.4,-2.2,0.9,-1.6,1.2,7.2,-12.9,-6.0,-9.4
CCC(=O)N1CCN(c2ccccc2NC(=O)COc2ccc(C(C)C)cc2)CC1,-2.3,49.4,-1.1,-4.8,-2.7,0.9,1.1,-4.5,-22.6,-49.4
CCN(CC(=O)Nc1c(F)cccc1F)C(=O)c1ccc(N2CCOCC2)c([N+](=O)[O-])c1,-6.9,-5.2,-0.6,-1.9,0.2,6.5,-3.1,-8.3,-0.7,5.2
CCOc1cccc(C(=O)Nc2ccc3c(c2)OCCO3)c1,-6.7,35.5,-1.2,.,21.4,11.0,28.1,4.0,.,-35.4
CCOC(=O)C1(Cc2ccc(OC)cc2)CCN(C(=O)CN2CCOC2=O)CC1,2.2,1.3,-0.7,-2.4,-3.4,-35.6,-9.9,-12.1,13.5,-1.3
Cc1nc2c(cnn2-c2ccccc2Cl)c(=O)n1-c1ccc(N2CCC(C)CC2)cc1,-7.0,72.4*,0.3,1.7,0.9,-4.6,-5.5,-18.0,-10.8,-72.4
Cc1ccc(NC(=O)c2ccc3c(c2)OCCO3)cc1,-4.6,22.3,-0.9,-2.2,-1.9,-8.4,-0.7,8.5,8.3,-22.3

# The last 2 compounds of the part above lead into the next.
SMILES,dFosB act,SR-BI DiI inh,CAL PDZ FP-1,CAL PDZ FP-2,NSD2 inh,PfHsp90 set2,Rtt109 Vps75,PvdQ acylase,MITF TRPM1 HTS,SR-BI DiI-HDL act
Cc1nc2c(cnn2-c2ccccc2Cl)c(=O)n1-c1ccc(N2CCC(C)CC2)cc1,-7.0,72.4*,0.3,1.7,0.9,-4.6,-5.5,-18.0,-10.8,-72.4
Cc1ccc(NC(=O)c2ccc3c(c2)OCCO3)cc1,-4.6,22.3,-0.9,-2.2,-1.9,-8.4,-0.7,8.5,8.3,-22.3
O=C(N/N=C/c1ccc(OC(=O)c2cccs2)cc1)c1cccc(F)c1,61.3*,-1.4,0.4,.,11.7,-18.2,-0.5,-11.6,21.4,1.4
Cc1cccc(-c2nc(CS(=O)CC(=O)N3CCCCC3)c(C)o2)c1 (stereo unspecified),-5.1,-28.1,0.8,-5.0,.,6.0,0.0,-9.3,-9.0,28.2
COc1ccc(-c2noc(CCCOc3ccccc3)n2)cc1OC,-7.6,-26.2,-0.5,-8.9,-5.5,9.5,2.4,-7.6,-2.4,26.2
COc1ccc(Cc2c(N)nc(N)nc2N)cc1,-6.7,-22.1,-2.5,1.9,1.0,20.7,-0.8,-0.9,-2.8,22.1
CC(/C=C/c1ccc2c(c1)OCO2)=N\NC(=O)COc1ccccc1C,14.9,4.1,-0.8,-1.4,-0.2,15.2,3.0,-13.8,.,-4.1
CCOc1ccc(C(c2c(NC(=O)c3ccco3)sc(C)c2C)N2CCOCC2)cc1 (stereo unspecified),-5.1,-16.0,-1.7,9.3,-0.4,13.8,-7.5,-12.0,-14.1,16.0
O=C(NCC(=O)N1CCC2(CC1)NCCc1[nH]cnc12)c1ccc2ccccc2c1,-12.9,-4.6,-1.1,-7.3,8.9,-11.7,4.7,-18.4,6.6,4.6
CCOC(=O)c1c(C)cc(O)cc1O,-0.9,-25.9,-0.3,-6.5,.,-37.2,1.5,-10.0,4.3,25.9
CCOC(=O)CN(c1ccccn1)S(=O)(=O)c1ccc(OC)cc1,-9.0,-4.9,-0.2,-4.7,.,-9.2,2.0,9.1,-5.0,4.9
Nc1cc(C(F)(F)F)ccc1NCCc1ccccn1,-3.2,-9.9,.,-2.3,4.3,9.7,-5.7,3.3,4.7,9.9
O=C(c1ncn[nH]1)N1CCN(c2nc(-c3ccccc3)cs2)CC1,-3.7,0.7,-1.2,-2.5,3.7,3.0,5.3,-65.9,16.6,-0.7
Cc1cccc(/C=N/n2c(-c3cc(-c4ccccc4)n[nH]3)n[nH]c2=S)c1,-6.8,17.6,-0.5,-0.8,7.3,3.0,-0.7,-10.9,2.9,-17.6
COc1ccc(C(=O)NC(=S)N2CCOCC2)cc1Br,-3.0,-5.6,-1.2,-2.8,0.4,4.2,-7.2,-18.3,3.4,5.6
COc1cccc(N2CCN(C(=O)c3cc4cc(Cl)ccc4[nH]3)CC2)c1,-6.2,-8.2,-0.3,6.4,-1.8,5.0,1.8,-1.7,6.4,8.2
CC1(C)C2CCC1(C)C(OC(=O)c1ccc(O)cc1)C2 (stereo unspecified),-15.8,1.6,0.9,-3.8,.,11.7,26.1,-11.7,0.7,-1.6
Nc1ccc(S(=O)(=O)NC2=NCCCCC2)cc1,1.5,-7.1,-2.7,-11.3,0.3,5.7,-16.7,-12.0,3.0,7.1
CC(CC(=O)Nc1ccccc1)n1ccnc1 (stereo unspecified),-1.6,-10.5,-1.6,.,-1.8,0.5,2.5,-8.2,8.8,10.5
COc1ccc([N+](=O)[O-])cc1NC(=O)c1ccc(C)o1,0.2,8.8,-2.8,-2.5,-2.9,5.0,-1.2,-10.0,-4.1,-8.8
Cc1cccc2nc(CSc3nc4cc([N+](=O)[O-])ccc4s3)cn12,-8.4,33.5,-2.0,-3.9,3.1,-11.4,7.1,-10.1,0.5,-33.4
COc1ccc(S(=O)(=O)Nc2ccc(C(N)=O)cc2)cc1C(=O)N1CCCCCC1,-3.1,-23.0,-0.5,-4.9,-1.4,-29.8,-5.8,-14.9,10.3,23.0

# Rewritten with values under each structure: three of the compounds above
# Under each structure – dFosB act | SR-BI DiI inh | CAL PDZ FP-1 | CAL PDZ FP-2 | NSD2 inh | PfHsp90 set2 | Rtt109 Vps75 | PvdQ acylase | MITF TRPM1 HTS | SR-BI DiI-HDL act
- CCOc1ccc(C(c2c(NC(=O)c3ccco3)sc(C)c2C)N2CCOCC2)cc1 (stereo unspecified)
  -5.1 | -16.0 | -1.7 | 9.3 | -0.4 | 13.8 | -7.5 | -12.0 | -14.1 | 16.0
- COc1cccc(N2CCN(C(=O)c3cc4cc(Cl)ccc4[nH]3)CC2)c1
  -6.2 | -8.2 | -0.3 | 6.4 | -1.8 | 5.0 | 1.8 | -1.7 | 6.4 | 8.2
- COc1ccc(Cc2c(N)nc(N)nc2N)cc1
  -6.7 | -22.1 | -2.5 | 1.9 | 1.0 | 20.7 | -0.8 | -0.9 | -2.8 | 22.1

# The list goes on.
SMILES,dFosB act,SR-BI DiI inh,CAL PDZ FP-1,CAL PDZ FP-2,NSD2 inh,PfHsp90 set2,Rtt109 Vps75,PvdQ acylase,MITF TRPM1 HTS,SR-BI DiI-HDL act
CCN(CC(=O)NCc1cccs1)C(=O)c1cc(S(=O)(=O)N2CCOCC2)ccc1C,1.9,-5.1,-1.2,-0.8,15.3,-8.5,-4.7,-6.8,4.2,5.1
Cc1ccc(C(=O)Nc2ccc(C(=O)N/N=C/c3ccccn3)cc2)cc1,-7.3,76.0*,-2.0,-4.4,-0.4,-3.5,-1.1,-11.0,7.4,-76.0
Cc1ccc2ncnc(NCCCCCC(=O)O)c2c1,-6.6,-12.9,0.2,.,-0.3,20.1,-1.1,-12.0,8.6,12.9
O=C(/C=C/c1ccccc1)OCCN=C1NS(=O)(=O)c2ccccc21,-8.6,.,-7.2,.,1.5,-2.1,3.6,-5.1,-2.9,.
COc1cc(C(=O)n2nc(C)cc2C)ccc1O,1.1,.,-0.3,-5.3,5.6,4.6,0.1,17.1,-3.4,.
COc1cccc(C(=O)NCC(=O)OCC(=O)Nc2ncc(Cl)cc2Cl)c1,-3.5,-4.4,-1.4,-6.4,1.9,.,3.4,-19.6,-11.5,4.4
Cc1c(C(=O)N(C)Cc2ccccc2)oc2c(Cl)cccc12,-6.7,.,-2.5,-1.8,-7.7,-16.6,-6.8,-4.6,.,.

# Screening data: PubChem, Broad Institute
